Rab9 prom act: activates the Rab9 promoter; Huh7 Rab9 promoter-luciferase reporter, luminescence, 24 h; Potency, µM (top dose mostly 9.22 µM), for the others: at the top dose activation, negative = inhibition, most hits filed as activators; 2.8% of 320,000 active; AID 485297; further: potency means the concentration at half of the fitted maximal effect; % of control where 0% means no effect; nearly all actives have a fitted effect of over 60% in size
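Quantitative HTS format; Huh7 Rab9-luciferase reporter cells (1500/well) receive compound 2 h post-plating, incubate 24 h at 37 °C, then get luciferase reagent for 10 min before luminescence reading.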
FBPA coupling cs: coupling enzyme interference in Giardia aldolase counter-screen | 0.67% of 290,000 active | AID 2472 | coupling enzyme system counterscreen, AmpLite Red fluorescence | activity change, negative = inhibition, % at 58.2 µM, hits read low; in the data active means activity change below about -30%; further: on the % scale 0 is the no-effect control and ±100 the full control effect
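Fluorescence at 525 nm excitation and 598 nm emission measured inhibition of the coupled detection system without aldolase. Compounds (at 57.5 uM final) were preincubated 10 min at room temperature with coupling enzyme reagent before a 20 min substrate/AmpLite Red step.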
Tb PFK inh: T. brucei PFK enzyme inhibition | O15648 | T. brucei PFK, ADP-Glo luminescence | Potency, µM (series often up to 57.5 µM), inactives show at the highest dose activity, negative = inhibition, hits mostly inhibitors | 0.17% of 330,000 active;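 further: potency means the concentration at half of the fitted maximal effect; 0% = uninhibited 1x PFK enzyme wells and -100% = no-enzyme wells; nearly all actives have a fitted effect of over 60% in size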
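1.25 nM PFK with 0.5 mM F6P and 0.1 mM ATP in 0.1 M TEA pH 8.0, 5 mM MgCl2, incubated 45 min at room temperature; ADP measured by ADP-Glo luminescence; compounds titrated up to 57 uM.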
FLuc counter: inhibits or activates purified firefly luciferase, miR-21 counter-screen; purified FLuc, Km substrates, luminescence inhibition; Potency, µM (doses to about 57.5 µM), for the others: top-dose activity change, negative = inhibition, most hits filed as inhibitors; 6.9% of 360,000 active;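 further: potency means the concentration at half of the fitted maximal effect; plate controls were vehicle for no effect and reference inhibitor for full effect; nearly all actives have a fitted effect of over 55% in size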
Target sequence (P08659 whole entry, looked up): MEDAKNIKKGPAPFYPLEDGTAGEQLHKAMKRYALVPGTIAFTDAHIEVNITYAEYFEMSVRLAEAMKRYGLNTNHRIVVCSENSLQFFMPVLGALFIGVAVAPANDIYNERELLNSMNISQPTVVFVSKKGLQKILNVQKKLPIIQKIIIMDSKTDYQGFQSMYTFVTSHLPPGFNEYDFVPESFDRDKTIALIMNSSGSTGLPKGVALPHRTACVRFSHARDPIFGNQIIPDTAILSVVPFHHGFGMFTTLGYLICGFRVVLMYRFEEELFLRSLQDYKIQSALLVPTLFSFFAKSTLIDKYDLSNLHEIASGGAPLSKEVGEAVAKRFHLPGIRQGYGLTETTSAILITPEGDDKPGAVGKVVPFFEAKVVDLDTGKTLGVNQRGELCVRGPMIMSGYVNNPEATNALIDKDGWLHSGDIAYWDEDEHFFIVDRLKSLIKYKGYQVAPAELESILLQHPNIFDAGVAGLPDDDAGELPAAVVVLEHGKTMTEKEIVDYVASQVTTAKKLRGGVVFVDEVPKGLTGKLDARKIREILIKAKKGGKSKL
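Purified P. pyralis luciferase, 10 nM final, with Km-level 10 uM D-luciferin and 10 uM ATP in 50 mM Tris acetate pH 7.5, 10 mM Mg acetate, 0.01% Tween-20, 0.05% BSA; 6-point qHTS titration about 60 µM downward; luminescence read.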
Giardia killer: kills Giardia lamblia; Giardia lamblia trophozoite viability; activity change, % at 7.66 µM, hits read low; 0.15% of 340,000 active; AID 540267; in the data active means activity change below about -80%; inconclusive means between about -30% and that limit;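 further: parasites exposed to compound for two days anaerobically before the ATP read; on the % scale 0 is the no-effect control and ±100 the full control effect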
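Giardia lamblia trophozoites (100 cells/well) were incubated with compounds for 48 h at 37 deg C under anaerobic conditions. Viability was read as ATP content by one-step luminescence after 15-30 min at room temperature.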
RORgamma inh: blocks mouse ROR gamma transcriptional activity | Drosophila S2 Gal4-RORgamma UAS-luciferase reporter, 20 h | Potency, µM (series often up to 53.6 µM), for the others: top-dose activity change, negative = inhibition, hits mostly inhibitors | 5.4% of 310,000 active | AID 2551; further: potency means the concentration at half of the fitted maximal effect; on the % scale 0 is the no-effect control and ±100 the full control effect; nearly all actives have a fitted effect of over 60% in size
Target sequence (P51450 whole entry, looked up, the tested form may be a part): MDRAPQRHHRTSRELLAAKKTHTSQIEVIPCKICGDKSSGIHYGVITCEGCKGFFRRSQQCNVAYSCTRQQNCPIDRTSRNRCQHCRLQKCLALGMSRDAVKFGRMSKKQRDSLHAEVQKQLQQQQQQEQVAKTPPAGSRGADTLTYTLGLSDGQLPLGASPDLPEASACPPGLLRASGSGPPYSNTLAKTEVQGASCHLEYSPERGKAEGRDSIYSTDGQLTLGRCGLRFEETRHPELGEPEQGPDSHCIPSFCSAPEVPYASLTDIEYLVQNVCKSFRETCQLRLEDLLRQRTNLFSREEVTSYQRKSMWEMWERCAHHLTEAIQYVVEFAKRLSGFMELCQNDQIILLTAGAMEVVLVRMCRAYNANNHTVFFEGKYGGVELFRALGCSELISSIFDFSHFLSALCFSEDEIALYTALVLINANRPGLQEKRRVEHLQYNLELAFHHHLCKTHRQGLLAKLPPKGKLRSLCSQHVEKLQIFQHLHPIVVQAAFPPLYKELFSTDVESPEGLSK
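In this cell-based reporter format, copper sulfate (700 uM final) drives Gal4–ROR gamma fusion expression from a metallothionein promoter in Drosophila Schneider cells; compounds preincubated 1 hr, reporter read after 20 hr at ambient temperature.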
KCNH2 3.1 block: inhibitors of human KCNH2 3.1 potassium channel isoform. 0.95% of 340,000 active. AID 720553. activity change, % (tested at about 1.8 µM). U2OS KCNH2 3.1, thallium flux FluxOr; active compounds read low;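 active means maximum activity change below -70%; inconclusive means maximum activity change from -70% to -50%; inactive means maximum activity change above -50%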;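 further: thallium influx rate constant from kinetic fluorescence after stimulation buffer; on the % scale 0 is the no-effect control and ±100 the full control effect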
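Thallium flux via FluxOr fluorescence (Red40 quencher, 45 min loading) in U2OS cells virally expressing the KCNH2 3.1 isoform (1.77 x 10^8 /mL virus, overnight at 37 C). Rate constants from 2-min kinetic reads post-stimulation, normalised to positive and negative controls.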
Gal4-VP16 FLuc: inhibits Gal4-VP16 luciferase reporter, ROR gamma counter-screen; Drosophila S2 Gal4-VP16 UAS-luciferase, luminescence, 20 h; Potency, µM (top dose mostly 53.6 µM), for inactives: at the top dose activity, negative = inhibition, hits mostly inhibitors; 3.5% of 310,000 active;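 further: Gal4-VP16 expression switched on by copper sulfate through the metallothionein promoter; potency means the concentration at half of the fitted maximal effect; on the % scale 0 is the no-effect control and ±100 the full control effect; nearly all actives have a fitted effect of over 50% in size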
ELG1 genotox: inducers of genotoxicity in HEK293T ELG1-luciferase cells | 1.3% of 330,000 active | HEK293T ELG1-luciferase reporter, luminescence, 16 h | Potency, µM (series often up to 46 µM), for the others: top-dose activity change, positive = activation, usual class: activators; further: potency means the concentration at half of the fitted maximal effect; % of control where 0% means no effect; nearly all actives have a fitted effect of over 60% in size
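Genotoxicity was scored as increased ELG1-luciferase reporter signal, measured by ONE-Glo luminescence (30 min, room temperature). Compound or vehicle exposure of the HEK293T reporter cells lasted 16 hr at 37°C.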
NPC1 promoter act: NPC1 promoter activation. Huh7 NPC1 promoter luciferase reporter, 24 h. Potency, µM (titrated, usually from 9.22 µM), for inactives: at the highest dose activation, actives largely listed as activators. 2.4% of 320,000 active. AID 485313;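 further: potency means the concentration at half of the fitted maximal effect; % of control where 0% means no effect; nearly all actives have a fitted effect of over 60% in size; reporter is driven by a mutant NPC1 promoter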
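Readout is luciferase luminescence, reflecting NPC1 promoter activation in stably transfected Huh7 cells after 24 h compound exposure at 37 °C in reduced-serum medium with 10% FBS.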
uPA surface inh: blocks generation of uPA at the cell surface; cell surface uPA generation assay, qHTS; Potency, µM (titrated, usually from 38.3 µM), for the others: top-dose activity change, negative = inhibition, most hits filed as inhibitors; 0.31% of 330,000 active; active means well fitted inhibition curve with a large enough effect; inconclusive means small, poorly fitted or top-dose-only effect; inactive means no such curve, though single readings can be large or run the other way; tested in mouse RAW 264.7 cells; further: potency means the concentration at half of the fitted maximal effect; on the % scale 0 is the no-effect control and ±100 the full control effect; nearly all actives have a fitted effect of over 55% in size
An asterisk follows results filed as active; ? = inconclusive; . = no result given; [ ] = dose if it differs, or a comment. Unless noted, the call rests on the fitted dose curve; in most records, active means well fitted curve in the direction sought with a large enough effect; inconclusive means small, poorly fitted or top-dose-only effect, or another doubt; inactive means no such curve, though single readings can be large; an effect the other way counts as inactive or inconclusive.

SMILES	Rab9 prom act	FBPA coupling cs	Tb PFK inh	FLuc counter	Giardia killer	RORgamma inh	KCNH2 3.1 block	Gal4-VP16 FLuc	ELG1 genotox	NPC1 promoter act	uPA surface inh
CC(=O)c1ccc(OCCCC(=O)N2CCN(S(=O)(=O)c3cccs3)CC2)cc1	-2%	0	0%	1%	9	28%	-4	4%	-5%	-1%	-2%
O=C(N/N=C/C=C/c1ccc([N+](=O)[O-])cc1)C1COc2ccccc2O1 (stereo unspecified)	3%	1	12µM*	1%	5	10µM*	-21	11µM*	-3%	5%	-5%
CCC(=O)Nc1nc2ccc(S(C)(=O)=O)cc2s1	15%	-2	-1%	-6%	23	?	6	4%	7%	-1%	0%
Cc1ccc(OCCC(=O)O)cc1	21%	3	-11%	-10%	0	-11%	5	-7%	-1%	-3%	4%
Cc1ccc(S(=O)(=O)/N=C2/NC(=O)/C(=C\c3ccccc3)S2)cc1	.	.	?	.	-10	.	11	.	-1%	.	-4%
Cc1cccc(-c2noc(CCCC(=O)Nc3cccnc3)n2)c1	-2%	-1	0%	-9%	4	-12%	5	?	1%	1%	3%
CCN1CCN(S(=O)(=O)c2ccc(OC)c(NC(=O)c3ccccc3)c2)CC1	3%	1	-5%	5%	0	.	-19	.	-1%	-4%	-17%
C#CCOCCOCCOCCNc1nc(N2CCN(C(=O)[C@H](Cc3cc4ccccc4[nH]3)n3cc([C@@H](N)C(C)CC)nn3)CC2)nc(N2CCN(C(=O)[C@H](CCCCN)n3cc([C@@H](N)CC(C)C)nn3)CC2)n1 (stereo partly specified)	4%	0	3%	0%	-14	-12%	23	-2%	3%	-3%	10%
Cc1ccc(NC(=O)CO/N=C/c2ccc(N(C)C)cc2)cc1	0%	0	-3%	15µM*	1	29%	-16	-8%	6%	8%	0%
O=C(Nc1ccc(Br)cc1)c1cc([N+](=O)[O-])cc([N+](=O)[O-])c1	5%	1	0%	2%	?	-2%[1.91 µM]	-6	?	-15%	-1%	2%
Cc1ccc(CSc2nc3c(c(SCC(=O)O)n2)CCCC3)cc1	0%	23	0%	11%	-9	25%	2	-6%	4%	-4%	-2%
COc1ccc(Cc2nc3ccc(C(=O)NCC(C)(C)OC)cc3o2)cc1	3.5µM*	2	1%	19µM*	-2	29%	10	5%	?	3.5µM*	7%
COc1cc(C(=O)NCc2ccc(C)cc2)ccc1OCc1c(C)noc1C	-1%	-10	4%	1%	-6	1%	1	1%	2%	0%	-2%
COc1ccccc1CNC(=O)CN1CCN(c2ccc(C(C)=O)cc2)CC1	0%	-1	-3%	0%	22	5%	12	13%	0%	0%	-2%
CC(C)OC(=O)CSc1nnc(CNc2nc(-c3ccccc3)cs2)n1C	-9%	2	2%	3%	-5	21%[10 µM]	2	5%	1%	-3%	4%
Cc1ccc(N=C2C(=O)Nc3ccccc32)cc1C	8%	-4	-3%	?	-7	1%	?	-7%	-4%	9%	-1%
COc1ccc(Nc2cccc3ccccc23)cc1	?	.	0%	27µM*	-11	.	4	.	9%	19%	-12%
CCC(C(=O)Nc1ccc(C(C)C)cc1)c1ccccc1 (stereo unspecified)	12%	-3	6%	-11%	17	41%	9	-1%	-1%	-3%	3%
COc1ccc(Cl)cc1S(=O)(=O)N1CCN(Cc2ccc3c(c2)OCO3)CC1	-2%	-2	1%	0%	7	2%	-1	-9%	-5%	1%	0%
Cc1cccc(OCC(=O)NCC2CCCO2)c1C (stereo unspecified)	-11%	1	8%	3%	0	4%	-12	17%	1%	-3%	-24%

9 compounds from above, arranged by heavy-atom count, low to high:
SMILES	Rab9 prom act	FBPA coupling cs	Tb PFK inh	FLuc counter	Giardia killer	RORgamma inh	KCNH2 3.1 block	Gal4-VP16 FLuc	ELG1 genotox	NPC1 promoter act	uPA surface inh
Cc1ccc(OCCC(=O)O)cc1	21%	3	-11%	-10%	0	-11%	5	-7%	-1%	-3%	4%
CCC(=O)Nc1nc2ccc(S(C)(=O)=O)cc2s1	15%	-2	-1%	-6%	23	?	6	4%	7%	-1%	0%
Cc1cccc(OCC(=O)NCC2CCCO2)c1C (stereo unspecified)	-11%	1	8%	3%	0	4%	-12	17%	1%	-3%	-24%
O=C(Nc1ccc(Br)cc1)c1cc([N+](=O)[O-])cc([N+](=O)[O-])c1	5%	1	0%	2%	?	-2%[1.91 µM]	-6	?	-15%	-1%	2%
Cc1ccc(CSc2nc3c(c(SCC(=O)O)n2)CCCC3)cc1	0%	23	0%	11%	-9	25%	2	-6%	4%	-4%	-2%
CC(C)OC(=O)CSc1nnc(CNc2nc(-c3ccccc3)cs2)n1C	-9%	2	2%	3%	-5	21%[10 µM]	2	5%	1%	-3%	4%
CCN1CCN(S(=O)(=O)c2ccc(OC)c(NC(=O)c3ccccc3)c2)CC1	3%	1	-5%	5%	0	.	-19	.	-1%	-4%	-17%
CC(=O)c1ccc(OCCCC(=O)N2CCN(S(=O)(=O)c3cccs3)CC2)cc1	-2%	0	0%	1%	9	28%	-4	4%	-5%	-1%	-2%
C#CCOCCOCCOCCNc1nc(N2CCN(C(=O)[C@H](Cc3cc4ccccc4[nH]3)n3cc([C@@H](N)C(C)CC)nn3)CC2)nc(N2CCN(C(=O)[C@H](CCCCN)n3cc([C@@H](N)CC(C)C)nn3)CC2)n1 (stereo partly specified)	4%	0	3%	0%	-14	-12%	23	-2%	3%	-3%	10%

Other entries:
SMILES	Rab9 prom act	FBPA coupling cs	Tb PFK inh	FLuc counter	Giardia killer	RORgamma inh	KCNH2 3.1 block	Gal4-VP16 FLuc	ELG1 genotox	NPC1 promoter act	uPA surface inh
Cc1ccc(C(=O)NCCCNC(=O)c2ccc(Cl)cc2)cn1	-5%	3	5%	0%	-8	-14%	-22	2%	3%	0%	-2%
O=[N+]([O-])c1ccccc1NCc1c(O)ccc2ccccc12	-2%[1.84 µM]	-22	-16%	?	-9	-14%	2	?	-4%	-4%	-6%
NC(=O)[C@@H]1CCCN1C(=O)c1ccc2nc(Cc3ccccc3F)oc2c1	6%	.	-1%	-18%	2	5%	-5	18%	10%	1%	-5%
O=C(/C=C/Nc1ccc(Oc2ccccc2Cl)cc1)c1ccco1	2.2µM*	-1	0%	3.4µM*	-4	8%	?	2%[10 µM]	?	3.5µM*	-8%
CCOc1cc(/C=N\NC(=O)C2C(=O)NCC2c2ccccc2)ccc1OC (stereo unspecified)	-5%	3	-6%	-2%	15	17%	-16	1%	3%	0%	?
CCOc1ccc(-c2cnc(N)n2C)cc1	-1%	-8	-9%	-6%	-4	-11%	0	-4%	5%	0%	-12%
COC(=O)c1cc(S(=O)(=O)NCCc2cccc(C)c2)cn1C	-2%	.	-7%	0%	-7	14%	12	1%	-5%	8%	4%
CN(C)c1cccc(C(=O)NNC(=O)CN2C(=O)C3CC=CCC3C2=O)c1 (stereo unspecified)	.	.	4%	.	?	.	5	.	10µM*	.	-4%
O=C(NC(=S)Nc1ccc(Cl)c(C(=O)O)c1)c1ccc(OCc2ccccc2)cc1	6%	10	-4%	6%	27	36%	-6	-17%	3%	2%	-8%
CC1CC(C)CN(CCC(=O)Nc2ccc(Br)cc2)C1 (stereo unspecified)	5%	0	6%	6%	-21	11%[1.91 µM]	-17	-5%	-4%	-3%	7%
COc1cccc(N2CCN(C(=O)c3ccc4nc(N5CCCCC5)sc4c3)CC2)c1	?	-3	-8%	19µM*	-13	1%	-3	-8%	?	?	20%
CCN1CCc2c(sc(NC(=O)c3ccc(S(=O)(=O)N4CCCC4)cc3)c2C(=O)NC)C1	14%	3	3%	0%	8	?	9	?	?	-4%	-20%
O=C(c1cc2ccccc2oc1=O)N1CCN(CCc2ccccc2)CC1	-2%	0	-6%	2%[2.3 µM]	-17	18%	-4	2%	-1%	-2%	.
COc1ccc(C(=O)O/N=C/c2c(C(F)(F)F)nn(C)c2SCc2ccccc2Cl)cc1	-23%	-5	-3%	-2%	-8	-16%	-16	-3%	-14%	-9%	-14%
CCCc1nn(C)c2c(=O)[nH]c(-c3cc(S(N)(=O)=O)ccc3OCC)nc12	0%	4	7%	2%	15	7%	7	-3%	2%	-5%	-2%
Cc1csc(=O)n1CCC(=O)OCC(=O)NNC(=O)c1ccc(Br)cc1	2%	.	4%	3%	-17	.	-20	.	0%	-1%	0%
O=C(Nc1ccccc1)c1ccc2c(c1)OCCO2	1.6µM*	0	-2%	4.3µM*	-26	?	-7	-17%	?	0.71µM*	-9%
CN(c1ccccc1)c1nc(-n2ccnc2)nc(-n2ccnc2)n1	0%	1	1%	2%	4	-12%	4	-4%	-2%	-7%	9%
